Screens as filed in PubChem BioAssay.
DNMT1 block: blocks human DNA methyltransferase DNMT1. DNMT1 molecular beacon, Hinp1I cleavage, fluorescence. inhibition (reported as % activation of signal), % at 10 µM. hit rate 0.83% among 360,000. AID 588458; in the data active = inhibition above about 50%
TbMetRS inhib: Trypanosoma brucei MetRS inhibition; hit rate 0.4% among 360,000; inhibition, % at 11.9 µM; purified T. brucei MetRS, ATP depletion, Kinase-Glo luminescence;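 active = inhibition above a per-plate cutoff of the control wells' mean inhibition plus 3 SD, cut at about 5.5% in these data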;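 also: 0% = DMSO wells median and 100% = median of wells with control inhibitor compound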
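System: purified T. brucei MetRS enzyme / Detection: Kinase-Glo luciferase luminescence reporting remaining unconsumed ATP / Medium: HEPES buffer with MgCl2, KCl, DTT, spermine, BSA, pyrophosphatase / Replication: singlicate, one well per compound / Evaluation: percent inhibition relative to median high and low control wells / Schedule: 2 h aminoacylation at 25 °C after 15 min preincubation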
MLLE-PAM2 inh: blocks PAM2 peptide binding to the PABP1 MLLE domain. inhibition, % at 20 µM. hit rate 0.36% among 360,000. GST-MLLE / FITC-PAM2 fluorescence polarization. P11940; in the data active = inhibition above about 35%, passing the limit was not always enough;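 also: plate controls were DMSO wells with GST-MLLE for no effect and wells lacking GST-MLLE protein for full effect; some results filed as inactive read as strong as hits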
Target sequence (P11940 whole entry, looked up, the tested form may be a part): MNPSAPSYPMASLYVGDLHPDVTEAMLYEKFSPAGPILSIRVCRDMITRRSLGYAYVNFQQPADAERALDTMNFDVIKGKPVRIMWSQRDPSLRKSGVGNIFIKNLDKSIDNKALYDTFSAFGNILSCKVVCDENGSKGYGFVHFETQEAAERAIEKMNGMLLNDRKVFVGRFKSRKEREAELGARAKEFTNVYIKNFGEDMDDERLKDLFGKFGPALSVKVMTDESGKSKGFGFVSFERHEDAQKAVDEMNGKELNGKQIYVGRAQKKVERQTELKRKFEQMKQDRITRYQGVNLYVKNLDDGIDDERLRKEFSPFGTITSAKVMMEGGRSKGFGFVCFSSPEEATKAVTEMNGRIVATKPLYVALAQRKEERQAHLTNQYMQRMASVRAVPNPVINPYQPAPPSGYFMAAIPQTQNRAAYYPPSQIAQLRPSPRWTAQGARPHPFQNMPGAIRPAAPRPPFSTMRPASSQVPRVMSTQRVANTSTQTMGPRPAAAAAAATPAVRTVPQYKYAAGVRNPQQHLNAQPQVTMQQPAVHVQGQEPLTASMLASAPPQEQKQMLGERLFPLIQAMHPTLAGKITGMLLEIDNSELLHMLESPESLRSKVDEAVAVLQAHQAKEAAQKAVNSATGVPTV
CSN inh: blocks human CSN-mediated cullin deneddylation | Purified CSN, SCF-Nedd8-OG deneddylation, fluorescence polarization | inhibition, % at 12.5 µM | Q92905 | hit rate 0.38% among 360,000 | AID 651999;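 active = pattern-corrected inhibition above about 35%, with an unprinted fluorescence ratio check between 0.5 and 1.5, limit read from the data, passing the limit was not always enough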;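 also: 0% = enzyme with substrate and 100% = substrate without enzyme; some results filed as inactive read as strong as hits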
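Detection – fluorescence polarization · System – HEK293T-derived human Csn5 enzyme · Controls – substrate-only high control, full reaction low control · Timing – 90 min, room temperature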
LMPTP block: LMPTP (human) inhibition | P24666 | recombinant LMPTP-A, OMFP fluorogenic substrate, fluorescence intensity | inhibition, % at 20 µM | hit rate 0.22% among 360,000 | AID 651560;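 active = compounds that cut the enzyme signal by at least half of the control window in the single-dose screen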;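 also: plate controls were DMSO wells with enzyme plus substrate for no effect and substrate without enzyme for full effect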
Target sequence (P24666 whole entry, looked up): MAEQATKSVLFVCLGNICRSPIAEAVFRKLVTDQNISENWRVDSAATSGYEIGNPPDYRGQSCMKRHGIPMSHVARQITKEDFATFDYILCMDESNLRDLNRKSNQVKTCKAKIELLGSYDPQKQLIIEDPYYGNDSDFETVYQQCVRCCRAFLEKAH
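Assay system: LMPTP-A, protein tyrosine phosphatase of low molecular weight / Medium: pH 6.0 Bis-Tris buffer with DTT and Triton X-100 / Schedule: 50 min enzyme reaction at room temperature, protected from light / Measured by: endpoint fluorescence intensity from OMFP dephosphorylation / Read-out basis: % inhibition relative to no-enzyme and uninhibited control wells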
NadD inh: blocks S. aureus nicotinate mononucleotide adenylyltransferase | purified NadD enzyme, colorimetric absorbance read-out | hit rate 0.78% among 360,000 | AID 602399 | inhibition, % at 20 µM; in the data active = inhibition above about 26%; also: some compounds past the cut are filed as inactive
Rpn11 block: Rpn11 (human) deubiquitinase inhibition | hit rate 0.59% among 360,000 | human 26S proteasome, Ub4-pepOG fluorescence polarization; 20S core pre-blocked with epoxomicin | calls only at 20 µM | AID 588493;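 active = inhibition at 20 µM, scaled to each plate's controls, above about 33%, limit read from the data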
Scp-1 inhibitor: Scp-1 (human) phosphatase inhibition | Q9GZU7 | Recombinant Scp1, phosphopeptide, malachite green phosphate absorbance | inhibition, % at 20 µM | hit rate 0.88% among 340,000 | AID 493091;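 active = inhibition above about 50% at 20 µM, limit read from the data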;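 also: plate controls were DMSO wells with enzyme for no effect and wells lacking enzyme for full effect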
Target sequence (Q9GZU7 76-261 limits assumed): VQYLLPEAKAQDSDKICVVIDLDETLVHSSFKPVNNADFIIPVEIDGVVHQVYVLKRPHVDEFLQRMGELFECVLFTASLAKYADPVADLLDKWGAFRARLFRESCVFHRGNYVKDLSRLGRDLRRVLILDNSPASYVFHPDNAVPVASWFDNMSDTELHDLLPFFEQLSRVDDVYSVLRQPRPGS
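Times: enzyme reaction 45 min at room temperature, colour 5 min, stabilisation 30 min. Material: SCP-1 catalytic fragment, aa 76-261. Medium: Acidic Tris acetate buffer with magnesium and detergent. Signal: colorimetric free-phosphate detection, absorbance 630 nm. Read-out basis: % inhibition of SCP-1 phosphate liberation. Reagent: Phosphorylated 17-residue peptide substrate.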
STEP block: STEP (human) phosphatase inhibition. inhibition, % at 20 µM. hit rate 0.25% among 360,000. recombinant STEP, OMFP fluorogenic substrate, fluorescence. P54829;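 active = inhibition at 20 µM, scaled per plate between control wells, above about 37%, limit read from the data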;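 also: 0% = DMSO with enzyme and substrate and 100% = substrate only without enzyme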
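material = STEP tyrosine phosphatase | reagent = fluorogenic phosphatase substrate OMFP at 25 µM final | doses = single compound dose of 20 µM, 1% DMSO final | schedule = 20 min reaction, room temperature, in the dark | measured by = fluorescence, 480/540 nm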
SUMO1-SIM PPI: alters human SUMO1 binding to SIM partners. P63165. SUMO1 binding to a labelled peptide, TR-FRET, 1 h. inhibition, % at 20 µM. hit rate 0.33% among 360,000. AID 602429; in the data active = inhibition above about 37%
* marks the source's active call; other numbers are inactive results; i = inactive; . = no result given.

SMILES	DNMT1 block	TbMetRS inhib	MLLE-PAM2 inh	CSN inh	LMPTP block	NadD inh	Rpn11 block	Scp-1 inhibitor	STEP block	SUMO1-SIM PPI
CC(/C=C/C1(O)C(C)CC(=O)CC1(C)C)OC1OC(CO)C(O)C(O)C1O (centres undefined)	-0.3	0.2	-6.2	-1.1	-0.9	3.8	i	4.1	-1.3	3.6
O=C1N[C@@H](Cc2cn(S(=O)(=O)c3ccccc3)c3ccccc23)C(=O)N[C@H]1Cc1ccccc1	19.5	-0.6	-1.4	0.8	-1.3	0.9	i	-5.8	-2.0	-1.4
CCOc1ccccc1/C=N/NC(=O)c1ccc(Cn2cc([N+](=O)[O-])cn2)o1	5.5	-1.4	2.5	-4.0	-0.1	3.0	i	-5.6	0.5	-12.3
CN(C)CCCNc1ccc(-c2nn(C)c(=O)c3ccccc23)cc1[N+](=O)[O-]	6.0	0.0	-4.8	0.9	1.8	-5.2	i	-8.4	6.2	-29.0
O=C(Nc1cc(C(F)(F)F)ccc1N1CCOCC1)c1ccccc1	-1.5	-0.1	1.4	0.3	0.6	-7.1	i	-7.3	1.9	1.8
CN1C(=O)C(O)(CC(=O)/C=C/c2ccco2)c2cc(Br)ccc21 (centres undefined)	-2.4	-0.6	-7.4	6.2	-0.3	2.2	i	3.8	-1.5	-3.4
CCc1nc2c(OCc3ccc(OC(F)F)cc3)cccn2c1N(C)C(=O)c1ccco1	3.0	-0.2	-12.9	-0.7	0.2	-0.4	i	.	1.6	1.4
O=C(CSc1ncccn1)N/N=C/c1cccs1	5.0	-1.1	7.2	-4.6	-1.0	-5.6	i	8.2	2.5	-8.2
O=C(NCCCN1CCOCC1)C(=O)N/N=C/c1cccc2ccccc12	0.0	-0.4	-6.9	2.5	-1.6	-3.5	i	-7.2	-2.1	-15.4
CCOc1ccc(C2c3c(oc4cc(C)c(C)cc4c3=O)C(=O)N2CCCN(C)C)cc1OC (centres undefined)	-4.9	-0.2	-2.2	2.1	-0.3	-6.2	i	-11.7	-3.1	-5.9
CCOc1ccc(NC(=O)CN(C)C(=O)c2cc([N+](=O)[O-])ccc2N2CCOCC2)cc1OCC	1.8	-0.2	3.2	-3.4	0.3	-0.7	i	-2.0	-0.5	-22.0
COc1ccc(NC(=O)c2ccc3c(c2)CCN3S(=O)(=O)c2ccccc2)cc1	-6.4	0.4	-0.1	1.5	3.9	-9.8	i	-23.1	-3.3	19.9
Cc1ccc(NC(=S)Nc2cccnc2)c(S(=O)(=O)N2CCCCC2)c1	-11.2	-0.3	27.9	-0.5	-1.1	-4.7	i	-14.6	1.4	1.8
CCC1(c2ccccc2)NC(=O)N(CC(=O)Nc2cc(Cl)ccc2N2CCN(C)CC2)C1=O (centres undefined)	-17.5	-0.4	3.1	2.7	-10.0	-3.6	i	-4.9	0.6	-72.3
COc1nc(Nc2cccc(F)c2)nc(OC)n1	2.2	-0.9	7.0	-0.9	-0.2	-1.7	i	0.8	-1.2	-1.1
Cc1cc(C)n(-c2ccc(C(=O)NCc3cccs3)cc2)n1	3.4	0.4	7.5	1.6	-1.0	-5.7	i	-6.0	-1.7	-0.5
CCCCOc1ccc(OCCSc2nc3ccccc3n2CC(=O)O)cc1	39.0	-0.9	-4.7	2.8	-1.8	3.2	i	5.2	-1.5	7.2
CC1(C)CC(=O)C(N=Nc2cc(C(F)(F)F)ccc2Cl)=C(O)C1	-1.2	-0.9	9.4	4.6	1.2	-7.2	i	-7.7	3.3	-23.2
CCOC(=O)c1c(-c2cc(OC)c(OC)c(OC)c2)csc1N	-1.3	0.1	22.4	-1.3	-0.4	-2.6	i	.	-0.4	1.6
COc1ccc(-c2cc3c(=O)n(CC(=O)NCc4cccnc4)nc(C)n3n2)cc1	1.8	-0.4	-0.8	3.6	0.3	-0.9	i	-5.5	0.4	-1.3
COc1ccc(Cl)cc1NC(=S)NC(=O)c1ccc2c(c1)OCO2	0.7	-0.4	25.4	2.5	1.9	-9.1	i	-0.1	4.8	3.8
O=C(/C=C/c1ccccc1)C1C(=O)c2ccccc2C1=O	2.6	-0.7	-26.5	-9.6	0.4	-0.8	i	-15.0	1.1	-4.2
N#CC1(NC(=O)COC(=O)/C=C/c2ccc3ccccc3n2)CCCCC1	18.4	0.3	-47.9	4.2	4.9	-1.2	i	5.8	0.7	-19.6
COc1ccc(C2C(C(=O)O)c3ccccc3C(=O)N2C)cc1Br (centres undefined)	5.9	0.0	-4.1	-1.1	-0.8	-0.8	i	-6.2	0.1	8.5
CC1=C(C(=O)N2CCOCC2)CC(CC(=O)NCc2cccc3ccccc23)C(=O)N1Cc1ccccc1 (centres undefined)	1.8	-0.9	6.5	0.9	0.4	4.5	i	.	-0.5	1.7
C=CCn1cccc(C(=O)Nc2ccc(C)c(Cl)c2)c1=O	-3.1	0.2	-3.7	3.0	1.4	-7.9	i	-12.3	-0.7	-3.4
CCCNC(=S)N1CCN(c2nc(C)nc3sc4c(c23)CCCC4)CC1	-5.8	0.3	-144.6	-8.2	2.7	-0.8	i	9.5	4.0	-0.1
COc1ccc(S(=O)(=O)N2CC(C)N(C(=O)N(C)C)C2C(C)C)cc1 (centres undefined)	2.2	-0.6	-0.7	2.9	-0.5	0.0	i	-1.8	-0.6	2.9
Cc1ccc(S(=O)(=O)N2CCOCC2)cc1NC(=O)COC(=O)Cc1ccsc1	-1.3	-0.6	6.6	-1.1	-1.1	0.7	i	-12.8	1.3	1.7
CC1(C)CC(=O)c2cc(C(=O)NC3CCSC3=O)c(=O)n(-c3ccccc3)c2C1 (centres undefined)	3.1	0.2	0.5	-1.4	0.9	-2.1	i	5.2	3.3	3.1
COc1ccc(-n2c(N)c(C(=O)NCC3CCCO3)sc2=S)cc1 (centres undefined)	5.2	-1.4	18.7	-0.9	1.3	-2.6	i	0.2	-0.3	-20.4
Cc1ccc(CN2CCN(Cc3ccc4c(c3)OCCO4)CC2CCO)cc1 (centres undefined)	-0.6	0.1	-4.3	2.5	-0.3	-8.5	i	0.2	1.0	-3.6
CC(C)(C)c1ccc(OCC(=O)Nc2ccc(-c3nc4cccnc4o3)cc2)cc1	55.0*	-0.8	-1.6	4.8	6.3	0.0	i	18.0	0.1	3.1
C/C(Cl)=C\Cn1c(NCCc2ccccc2)nc2c1c(=O)n(C)c(=O)n2C	-7.4	-0.3	-11.3	1.8	0.3	1.5	i	-5.2	-1.7	3.0
COc1ccccc1-n1nnnc1SCC(=O)N(C)C1CCS(=O)(=O)C1 (centres undefined)	-0.9	-0.6	-2.2	-0.5	-7.9	14.9	i	-6.5	0.7	-10.5
O=C(NC(=S)Nc1ccc(CN2CCOCC2)cc1)c1cc2ccccc2o1	12.5	-1.5	29.5	4.2	-0.1	-4.3	i	-4.0	-3.4	0.7
c1ccc2sc(Nc3nc4cc5c(cc4s3)OCO5)nc2c1	-13.1	0.4	5.2	-11.5	3.3	16.4	i	2.4	-0.2	-0.2
O=C(NC(=S)N1CCc2ccccc21)c1ccccc1Cl	0.5	-0.2	-16.1	-3.9	-0.5	-7.0	i	-4.8	4.4	-0.9
CSc1cccc(CN2CCC(CO)(Cc3ccccc3)CC2)c1	1.9	-0.3	14.7	-3.6	1.7	-2.6	i	30.6	11.6	0.0
Cc1cc2ccccc2n1CCNC(=O)Cc1ccccc1	-8.0	-0.4	18.9	4.2	5.0	6.3	i	-3.9	-1.0	-12.5
COc1ccc(OC)c(NC(=O)C2CCCN(S(=O)(=O)c3cccc4nonc34)C2)c1 (centres undefined)	0.3	0.1	-5.9	3.2	-1.2	-0.4	i	-0.1	1.2	-1.7
Cc1cc(Oc2ccc(-c3ccccc3)cc2)nc(N2CCOCC2)n1	-5.7	-1.1	-12.1	2.0	-0.4	10.3	i	14.5	1.6	-5.9
O=C(O)CCCCCCCCCC(=O)c1cccs1	2.4	-1.2	-3.7	-3.3	0.6	-1.5	i	81.1*	0.4	1.0
O=C(Nc1ccc([N+](=O)[O-])cc1)NN1CCCCCC1	3.0	-0.1	-11.8	-4.7	7.3	1.5	i	5.3	-0.5	-13.3
CCn1c(SCC(=O)NC2CC2)nnc1-c1ccc(F)cc1	1.6	-0.4	5.4	0.1	-1.1	-3.3	i	-6.1	-3.5	-0.7
Cc1ccnc(NC(c2ccsc2)c2ccc3ccc(C)nc3c2O)c1 (centres undefined)	-2.7	-0.1	17.7	-2.7	3.5	15.9	i	-3.7	2.0	-10.1
CCC(C)NC(=O)c1ccccc1NC(=O)/C(=C/c1ccc(OC)cc1)c1ccccc1 (centres undefined)	1.0	-0.3	0.4	1.9	1.1	-8.6	i	-6.3	-0.6	-1.2
Cc1cc(C)nc(SCC(=O)Nc2ccc(Br)cn2)n1	-5.0	-1.2	15.7	3.0	0.2	-8.0	i	0.5	-0.8	0.2
Cc1nc2nc(SCC(=O)NCCN3CCOCC3)nn2c(C)c1Cc1ccccc1	0.1	-0.2	0.6	2.0	-1.7	2.4	i	-7.2	-1.6	3.8
CCn1c(=O)n(CC)c2cc(NC(=O)c3ccccc3Cl)ccc21	0.9	-0.4	4.1	-7.4	-0.3	2.6	i	-2.8	-1.6	8.0
COc1ccccc1N1CCN(C2CC(=O)N(c3ccccc3)C2=O)CC1 (centres undefined)	-0.1	-0.1	0.1	0.9	-3.1	-3.5	i	-2.8	-4.6	-2.3

Four entries from above, in CSV form.
structure,DNMT1 block,TbMetRS inhib,MLLE-PAM2 inh,CSN inh,LMPTP block,NadD inh,Rpn11 block,Scp-1 inhibitor,STEP block,SUMO1-SIM PPI
O=C(NCCCN1CCOCC1)C(=O)N/N=C/c1cccc2ccccc12,0.0,-0.4,-6.9,2.5,-1.6,-3.5,i,-7.2,-2.1,-15.4
CCOc1ccc(C2c3c(oc4cc(C)c(C)cc4c3=O)C(=O)N2CCCN(C)C)cc1OC (centres undefined),-4.9,-0.2,-2.2,2.1,-0.3,-6.2,i,-11.7,-3.1,-5.9
CCOc1ccc(NC(=O)CN(C)C(=O)c2cc([N+](=O)[O-])ccc2N2CCOCC2)cc1OCC,1.8,-0.2,3.2,-3.4,0.3,-0.7,i,-2.0,-0.5,-22.0
COc1ccc(NC(=O)c2ccc3c(c2)CCN3S(=O)(=O)c2ccccc2)cc1,-6.4,0.4,-0.1,1.5,3.9,-9.8,i,-23.1,-3.3,19.9
